mouse EphA4 binding – inhibitors of EphA4 binding to KYL peptide, primary screen, biochemical, colorimetric, mouse EphA4 (AID 689). EphA4-AP binding to KYL peptide, pNPP A405; higher % means a stronger effect. one-dose inhibition, % at 10 µM; IC50 in µM for titrated hits. 62,000 tested, 0.1% active; in the data active = a potency from the dose series; inactive = the rest, 99 in 100 with inhibition below about 22%
Active calls of the source: *.

mouse EphA4 binding | Molecule
3% | COc1ccc(C2CC(c3ccccc3)=NN2C(C)=O)cc1 (stereo unspecified)
-3% | O=C(NCCCN1CCCC1)Nc1cccc2ccccc12
-4% | COc1ccc(NC(=O)C23CC4CC(C2)CC(n2cnc(Br)n2)(C4)C3)cc1Cl
-6% | CCOC(=O)c1ccccc1NC(=O)c1sc(NC(=O)Cc2ccc(OC)cc2)c(C(=O)OCC)c1C
-1% | COCCn1c(=S)[nH]c2cc(C(=O)N3CCN(Cc4ccc5c(c4)OCO5)CC3)ccc2c1=O
-4% | Cc1ccc(S(=O)(=O)N/N=C/c2ccc(OCC(=O)Nc3ccccc3Cl)cc2)cc1
-11% | O=C(NOC(=O)c1cccc(I)c1)c1ccc(Cl)cc1
0% | CCOc1ccc(NC(=O)c2cc3c(=O)n(C)c4ccccc4c3n2C)cc1
-16% | Cn1c(=O)oc2cc(S(=O)(=O)N3CCCC(C(=O)NCCN4CCOCC4)C3)ccc21 (stereo unspecified)
0% | c1ccc(-c2csc(Cc3nnc4n3CCCCC4)n2)cc1
-6% | CSc1ccc(-c2nc3cnccn3c2Nc2ccc3c(c2)OCO3)cc1
8% | CCCCN(Cc1ccccc1)S(=O)(=O)c1ccc2[nH]c(=O)oc2c1
1% | CCc1cccc(C)c1NC1C=CS(=O)(=O)C1 (stereo unspecified)
16% | CCCCn1c(=O)[nH]c(=O)c2c1nc(CN1C(=O)c3ccccc3S1(=O)=O)n2CCC
-4% | CCCN(CCC)C(=O)Cn1c2ccccc2c2nc(=O)cc(C)n21
-5% | CSc1nnc(-c2ccc(C)cc2)o1
18% | O=C(Cc1cccs1)Nc1ccc(S(=O)(=O)Nc2ncccn2)cc1
-9% | O=C(Nc1nccs1)C(NS(=O)(=O)c1ccc(Br)s1)c1ccccc1 (stereo unspecified)
21% | COc1ccc(C(=O)NCc2cccnc2)cc1Br
-28% | c1csc(Cn2nnnc2CN2CCN(c3nc4ccccc4s3)CC2)c1
-4% | COCCNC(=O)C(c1ccc(C)o1)N(C(=O)c1snc(C(N)=O)c1N)c1cccc(C)c1 (stereo unspecified)
-20% | Cn1c(=O)c2c(-c3cccc(F)c3)c3c(nc2n(C)c1=O)-c1ccccc1C3O (stereo unspecified)
-4% | C=CCn1c(CSc2nc3ccccc3s2)nnc1SCC(=O)NCCN1CCOCC1
-3% | COCCNC(=O)c1cc2c(=O)n(C)c3ccccc3c2n1C
-13% | CCCCCn1c2nc3ccccc3nc2c2c(=O)n(CC3CCCO3)c(C)nc21 (stereo unspecified)
-24% | COc1ccc(S(=O)(=O)N2CC3C4C=CC(C4)C3C2)cc1 (stereo unspecified)
8% | COC(=O)c1ccc(COc2ccc(-c3ccccc3)cc2)o1
6% | Cc1ccccc1N1C(=O)c2sc3nc4c(c(=O)n3c2C1=O)CCC4
4% | COc1cc(Sc2ccccc2[N+](=O)[O-])ccc1N
-20% | CC1CC(C)CN(CCCNC(=O)CCNC(=O)Cn2ccc3ccccc3c2=O)C1 (stereo unspecified)
-16% | FC(F)(F)c1cccc(NC(=S)Nc2cccc(Cl)c2)c1
3% | O=C(Cn1nnc(-c2ccccc2F)n1)Nc1ccc(S(=O)(=O)NC2CCCC2)cc1
6% | C=CCN1C(=O)NC(=O)/C(=C/C=C/c2ccco2)C1=O
22% | Cc1nc(N2CCN(Cc3ccccc3)CC2)nc2c1C(=O)CC(C)C2 (stereo unspecified)
15% | Cc1cccc(Sc2c([N+](=O)[O-])ncn2C)c1
-6% | COc1cc(-c2nnc3n2N=C(c2ccccc2)CS3)cc(OC)c1OC
-6% | Cc1ccnc(NS(=O)(=O)c2ccc(N3C(=O)c4ccccc4C3=O)cc2)n1
-5% | COc1cccc(OC)c1C(=O)N1CCN(Cc2ccccc2C)CC1
-4% | O=C(Nc1ccc(I)cc1)c1ccc(S(=O)(=O)N2CCCC2)cc1
-6% | Cc1sc2c(c1C)c(=O)nc1scc(CC(=O)O)n12
-4% | COc1ccc(-n2c(SC)nc(O)cc2=O)cc1
-5% | O=c1/c(=C/c2ccco2)sc2nnc(-c3ccccc3)n12
5% | CCCn1c(NC(=O)c2cccc(C)c2C)nc2ccccc21
-4% | Cc1ccc(NC(=O)c2ccc3c(c2)OCCO3)cc1
3% | Cc1cc(C)c(N2C(=NC(=O)CCCC(=O)O)SC3CS(=O)(=O)CC32)c(C)c1 (stereo unspecified)
-17% | O=C(NC1CCCCCC1)c1cc2n(n1)C(C(F)(F)F)CC(c1ccco1)N2 (stereo unspecified)
3% | CSCCC(NS(=O)(=O)c1ccc(Cl)cc1)C(=O)OCC(=O)NC1CCCCC1 (stereo unspecified)
-10% | O=C(NC1CCCCCCC1)NC1CCCCC1
-8% | CCOC(=O)C1C(=O)NC(c2ccccc2)=NC1c1ccc(F)cc1 (stereo unspecified)
-19% | CC1(C)C2([N+](=O)[O-])CN3CC1([N+](=O)[O-])CN(C2)C3c1ccccc1 (stereo unspecified)

Other compounds
mouse EphA4 binding | Molecule
-4% | CC1CN(CCC(=O)Nc2ccc3c(c2)CCC3)CC(C)O1 (stereo unspecified)
-7% | C=CCNC(=O)C(=O)Nc1ccc(OC)c(Cl)c1
-1% | Cc1ccc(C)c(NS(=O)(=O)c2cc(C(=O)NCc3ccccn3)ccc2Cl)c1
0% | CCC(C(=O)NC1CCCC1)N(C(=O)c1snc(C(N)=O)c1N)c1ccc2c(c1)OCCO2 (stereo unspecified)
-2% | Cc1ccc(C(=O)NCCCNc2ccc([N+](=O)[O-])cc2Cl)cc1
-9% | CC1(C)CC(=O)C(C=NCCCn2ccnc2)=C(O)C1
6% | O=c1c2[nH]c3ccccc3c2ncn1Cc1ccccn1
11% | O=C(NC1CCCc2ccccc21)c1cccnc1 (stereo unspecified)
0% | c1ccc(SCc2nc3ccccc3[nH]2)cc1
-8% | O=C(Cn1cnc2ccc(Br)cc2c1=O)c1cccs1
3% | O=C(Cn1cnc2ccccc2c1=O)c1cccs1
-7% | COc1ccc(/C=C/C(=O)NC(=S)NNC(=O)Cc2cccs2)cc1
-14% | CCCCCn1c(CN2CCN(c3cccc(Cl)c3)CC2)nc2c1c(=O)[nH]c(=O)n2C
6% | O=C(O)CCCCCNC(=O)c1ccccc1Br
2% | CCOc1ccc(/C=N/N(C)c2ccccc2)cc1OC
-5% | CCOC(=O)CCc1c(C)nc(SCC(=O)O)c(C#N)c1C
-3% | CCNS(=O)(=O)c1ccc(NS(C)(=O)=O)cc1
-8% | NC(=S)Nc1cccc2cc3ccccc3cc12
-30% | OC(COCc1ccccc1)Cn1cnc2ccccc21 (stereo unspecified)
-26% | CC1Cc2ccccc2N1C(=O)C1CCCN(S(=O)(=O)c2cccc3cccnc23)C1 (stereo unspecified)
-12% | COC(=O)c1c(C)[nH]c(C(=O)OCC(=O)NCC(C)C)c1C
-7% | Cc1c(NC(=S)NC(=O)c2ccc(Cl)cc2)cccc1-c1nc2ncccc2o1
-11% | Cc1cc([N+](=O)[O-])nn1CC(=O)NNC(=S)Nc1ccc(Cl)cc1
-7% | Cc1c(OC(=O)c2ccc([N+](=O)[O-])cc2)c2c(c[n+]1C)COC(C)(C)OC2
0% | Cc1cc(OCCn2cc(/C(N)=N/O)c3ccccc32)ccc1Cl
14% | CCc1ccc2[nH]c(=O)c(CN(Cc3ccc(OC)cc3)Cc3nnnn3CCOC)cc2c1
-20% | CC(C)Oc1ccc(NC(=O)C2CCCNC2=O)cc1 (stereo unspecified)
-13% | CCCOC(=O)C1=C(C)NC2=C(C(=O)C(C(=O)OC)C(C)C2)C1c1ccc(N(C)C)cc1 (stereo unspecified)
-13% | COC(=O)c1ccc(NS(=O)(=O)c2ccc(OC)cc2)cc1
-8% | Cc1nn(Cc2ccc(Cl)cc2)c2sc(C(=O)OCC(N)=O)cc12
1% | COc1cccc(-n2nnc3c(=O)n(CC(=O)NC4CCCC4)cnc32)c1
-20% | COc1cc(/C=C(/NC(=O)c2ccccc2)C(=O)Nc2ccccc2)c([N+](=O)[O-])cc1OC
-7% | O=C(Oc1cccc2ccccc12)c1ccco1
-10% | c1ccn2c(Cc3nnc4ccccn34)nnc2c1
-4% | CC(NCc1ccccc1)C1COc2ccccc2O1 (stereo unspecified)
8% | CCn1cc(C(=O)N2CC(C)CC(C)C2)c(=O)c2cc(S(=O)(=O)N3CCOCC3)ccc21 (stereo unspecified)
-20% | Cn1nnc2c(NCc3ccco3)nccc21
-10% | COC(=O)c1cc(Br)c(=O)n(Cc2cccnc2)c1
-9% | CCOc1ccccc1N1CCN(C(=O)C(Sc2ccccc2)c2ccccc2)CC1 (stereo unspecified)
-2% | CCOC(=O)C1CSc2[nH]c(=O)sc2C1c1ccccc1 (stereo unspecified)
3% | COc1ccc(C2CC(=O)Nc3cc(C)c(C)cc32)c(OC)c1OC (stereo unspecified)
-6% | CCOC(=O)C1(S(=O)(=O)c2ccc(Cl)cc2)CCN(Cc2ccc(C)cc2)CC1
-16% | Cc1cc2c(c(=O)n1Cc1ccc3c(c1)OCO3)C(c1cccnc1)C(C#N)=C(N)O2 (stereo unspecified)
-6% | O=C(CSc1nc2ccccc2[nH]1)Nc1c(F)cccc1F
-9% | COc1cccc(/C=c2/sc3nc4ccccc4n3c2=O)c1
2% | CN(C)CCNC(=O)C1CCCNC1=O (stereo unspecified)
-1% | O=C(CCC(=O)c1cccs1)OCC(=O)N1CCN(C(=O)c2ccco2)CC1
-6% | COC(=O)c1c(C)oc2cc(Br)c(OC(=O)c3ccc([N+](=O)[O-])cc3)cc12
7% | CCOC(=O)c1c(C)oc2ccc(OC(=O)C(C)C)cc12
-25% | Cc1cccc(C(=O)Nc2cc(Cl)cc(Cl)c2)c1

Reformatted: results already given
COc1cccc(/C=c2/sc3nc4ccccc4n3c2=O)c1
  mouse EphA4 binding: -9%
COC(=O)c1cc(Br)c(=O)n(Cc2cccnc2)c1
  mouse EphA4 binding: -10%
CCc1ccc2[nH]c(=O)c(CN(Cc3ccc(OC)cc3)Cc3nnnn3CCOC)cc2c1
  mouse EphA4 binding: 14%

Quoted at random: five records from the list
mouse EphA4 binding | Molecule
-4% | CC(NCc1ccccc1)C1COc2ccccc2O1 (stereo unspecified)
-25% | Cc1cccc(C(=O)Nc2cc(Cl)cc(Cl)c2)c1
-6% | COC(=O)c1c(C)oc2cc(Br)c(OC(=O)c3ccc([N+](=O)[O-])cc3)cc12
2% | CN(C)CCNC(=O)C1CCCNC1=O (stereo unspecified)
-13% | CCCOC(=O)C1=C(C)NC2=C(C(=O)C(C(=O)OC)C(C)C2)C1c1ccc(N(C)C)cc1 (stereo unspecified)

Next section
mouse EphA4 binding | Molecule
-15% | CCN1CCN(CC(=O)N2c3ccccc3CC2C)CC1 (stereo unspecified)
-24% | CCn1c(SCc2ccc(C(=O)OC)o2)nnc1-c1c[nH]c2ccccc12
15% | Cc1cc(OCC(=O)Nc2ccc3c(c2)OCO3)ccc1Cl
-12% | CCC(=O)Nc1ccc(S(=O)(=O)N2CCN(c3ccc(F)cc3)CC2)cc1
4% | COc1ccc(OC)c(C2CC(=O)NC(SC)=C2C#N)c1 (stereo unspecified)
-13% | Cc1c(Br)c([N+](=O)[O-])nn1C(C)C(=O)Nc1ccc2c(c1)OCO2 (stereo unspecified)
-10% | CC(C)N(C(=O)Cn1cnc2c(cnn2-c2ccccc2Cl)c1=O)C(C)C
4% | CCOc1ccc(CN(Cc2ccco2)C(c2cccs2)c2nnnn2C(C)(C)C)cc1 (stereo unspecified)
-8% | CNc1cc(N2CCCCCC2)ccc1[N+](=O)[O-]
2% | Cc1cc(Cl)ccc1OCC(=O)NCCc1nc2ccccc2[nH]1
-4% | CC(C)c1nnc(NC(=O)CCN2C(=O)c3ccccc3C2=O)s1
-9% | COc1ccc(C(=O)CN2C(=O)NC(C)(c3ccc(C)cc3)C2=O)cc1OC (stereo unspecified)
-17% | COC(=O)CN(c1ccccn1)S(=O)(=O)c1ccccc1
-15% | COc1cc2c(cc1NC(=O)c1cccnc1)oc1ccccc12
1% | O=C1C2C(C(=O)N1c1ccncc1)C1C=CC2C12CC2 (stereo unspecified)
-10% | O=C(Nc1ccc(Cl)cc1)c1cc([N+](=O)[O-])ccc1Cl
18% | O=C(CSC1=NCCS1)Nc1nc2c(s1)CCCC2
-6% | Cc1noc(C)c1CSc1ncnc2sc3c(c12)CCC3
6% | Cc1ccc(C(=O)OCn2ncc(Cl)c(Cl)c2=O)cc1
-3% | Cc1ccc(C(=O)Nc2ncc(Cc3ccccc3)s2)o1
-6% | Cc1cc(C)c(S(C)(=O)=O)c(Sc2ccc(Cl)cc2)n1
-13% | O=C(O)c1ccccc1CSc1nc2ccccc2o1
-26% | COc1ccccc1NC(=O)N(Cc1ccco1)Cc1cc2cc(C)cc(C)c2[nH]c1=O
2% | Cc1nn(Cc2ccc(Cl)cc2Cl)c(C)c1NC(=O)c1ccc(COc2cc(Cl)ccc2Cl)o1
-17% | CCCn1c(N2CCN(Cc3cccc(C)c3)CC2)nc2c1c(=O)[nH]c(=O)n2C

3 compounds from above, ordered by molecular weight, highest first:
mouse EphA4 binding | Molecule
15% | Cc1cc(OCC(=O)Nc2ccc3c(c2)OCO3)ccc1Cl
18% | O=C(CSC1=NCCS1)Nc1nc2c(s1)CCCC2
-17% | COC(=O)CN(c1ccccn1)S(=O)(=O)c1ccccc1

3 entries already listed, arranged by the number in mouse EphA4 binding, highest first:
SMILES | mouse EphA4 binding
COc1cccc(-n2nnc3c(=O)n(CC(=O)NC4CCCC4)cnc32)c1 | 1%
CCOC(=O)c1ccccc1NC(=O)c1sc(NC(=O)Cc2ccc(OC)cc2)c(C(=O)OCC)c1C | -6%
COC(=O)c1ccc(NS(=O)(=O)c2ccc(OC)cc2)cc1 | -13%

(next part)
mouse EphA4 binding | Molecule
4% | CCn1cc(C(=O)N2CCCC2)c(=O)c2cc(S(=O)(=O)N(C)C)ccc21
-8% | O=c1c2ccccc2c(-c2ccc(F)cc2)nn1-c1ccc(C(F)(F)F)cc1
10% | Cc1cccc(NCc2nc3ccccc3n2Cc2ccccc2)c1
-8% | COC(=O)c1cc2c(ccn2-c2ccc(F)cc2)n1C(C)C
-24% | Cc1cc(C)n(-c2cc(N3CCN(S(=O)(=O)c4ccc(C)c(C)c4)CC3)ccc2[N+](=O)[O-])n1

The list is partial (hit frequency here may not be typical).
